Source: PubChem
CHRM5 PAM = positive allosteric modulators of human muscarinic M5 receptor; P08912; 360,000 tested, 0.3% active; CHO-K1 hM5, Fluo-8 calcium, ACh EC20 PAM; 0% = ACh EC20, 100% = ACh EC100; activation, % at 3 µM;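 active = activation above the run cutoff, the mean activation of all test compounds plus 3 SD, cut at about 18% in these data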
Target sequence (P08912 whole entry, looked up): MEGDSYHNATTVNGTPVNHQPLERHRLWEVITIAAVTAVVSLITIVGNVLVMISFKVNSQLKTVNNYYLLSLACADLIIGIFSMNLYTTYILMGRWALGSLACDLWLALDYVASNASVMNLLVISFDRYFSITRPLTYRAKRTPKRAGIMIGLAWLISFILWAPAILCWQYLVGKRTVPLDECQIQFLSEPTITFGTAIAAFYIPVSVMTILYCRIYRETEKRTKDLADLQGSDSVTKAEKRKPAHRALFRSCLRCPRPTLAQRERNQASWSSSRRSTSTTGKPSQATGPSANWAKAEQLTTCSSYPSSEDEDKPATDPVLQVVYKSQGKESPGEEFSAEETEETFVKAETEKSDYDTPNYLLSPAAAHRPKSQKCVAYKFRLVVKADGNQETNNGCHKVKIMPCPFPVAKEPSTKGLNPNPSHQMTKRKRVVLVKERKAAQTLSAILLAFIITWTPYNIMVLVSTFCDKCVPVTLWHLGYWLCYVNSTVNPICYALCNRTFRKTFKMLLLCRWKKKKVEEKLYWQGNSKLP
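Assay system: CHO-K1 hM5 cells. Also added: acetylcholine at EC20 concentration, added after compound. Dosing: 3 µM, single dose. Times: compound preincubation 140 s before EC20 acetylcholine addition. Signal: Fluo-8 calcium fluorescence. Measure: % activation relative to EC20 and EC100 ACh responses. Repeats: singlicate, one well per test compound.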
M5 antag = blocks acetylcholine activation of human M5 receptor. P08912. CHO-hM5 cells, Fluo-8 calcium fluorescence, ACh EC80. inhibition, % at 3 µM. 360,000 tested, 0.59% active. AID 624040;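 active = inhibition above a per-plate cutoff, the mean of that plate's test compounds plus 3 SD, cut at about 27% in these data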;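 note: 0% = acetylcholine EC80 with DMSO and 100% = DMSO without agonist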
CRFBP-R2 block = CRF-BP/CRF-R2 complex antagonism. HEK293 CRF-R2/CRF-BP, CRF-induced calcium fluorescence. inhibition, % at 11.8 µM. 350,000 tested, 0.59% active. AID 588475;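 active = inhibition of the ligand-induced calcium signal above about 50% at the single tested concentration, limit read from the data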
M5 ag = CHRM5 agonism in calcium assay. CHO-K1 hM5 cells, Fluo-8 calcium fluorescence; 0% DMSO wells, 100% maximal acetylcholine response. activation, % at 3 µM. 360,000 tested, 0.19% active. AID 624037;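 active = activation above the run's mean over test compounds plus 3 SD, cut at about 23% in these data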;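 note: signal is peak over basal fluorescence ratio across the kinetic read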
CRFBP-R2 agonist = CRF-BP/CRF-R2 complex agonism; HEK293 CRF-R2/CRF-BP, calcium dye fluorescence (FLIPR); percent of saturating CRF peptide response; activation, % at 13.2 µM; 350,000 tested, 0.46% active;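 active = activation of at least 50%, plus an integration ratio under a set limit after plate pattern correction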;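 note: plate controls were neutral control wells without compound for no effect and CRF at EC100 for full effect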
CHRM4 antagonist = antagonists of human muscarinic M4 receptor (CHRM4); CHO-hM4 cells, ACh EC80, Fluo-8 calcium fluorescence; inhibition, % at 3 µM; 360,000 tested, 0.73% active;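 active = inhibition above its plate's cutoff, the mean inhibition of sample wells plus 3 SD, cut at about 27% in these data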;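 note: 0% = acetylcholine EC80 with DMSO and 100% = DMSO without agonist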
CHRM1 PAM = positive allosteric modulators of human M1 muscarinic receptor; CHO-K1 hM1, Fluo-8 calcium fluorescence, ACh EC20; 0% = ACh EC20, 100% = maximal ACh; activation, % at 3 µM; 360,000 tested, 0.088% active; P11229; in the data active = activation above about 19%, passing the limit was not always enough
Target sequence (P11229 whole entry, looked up): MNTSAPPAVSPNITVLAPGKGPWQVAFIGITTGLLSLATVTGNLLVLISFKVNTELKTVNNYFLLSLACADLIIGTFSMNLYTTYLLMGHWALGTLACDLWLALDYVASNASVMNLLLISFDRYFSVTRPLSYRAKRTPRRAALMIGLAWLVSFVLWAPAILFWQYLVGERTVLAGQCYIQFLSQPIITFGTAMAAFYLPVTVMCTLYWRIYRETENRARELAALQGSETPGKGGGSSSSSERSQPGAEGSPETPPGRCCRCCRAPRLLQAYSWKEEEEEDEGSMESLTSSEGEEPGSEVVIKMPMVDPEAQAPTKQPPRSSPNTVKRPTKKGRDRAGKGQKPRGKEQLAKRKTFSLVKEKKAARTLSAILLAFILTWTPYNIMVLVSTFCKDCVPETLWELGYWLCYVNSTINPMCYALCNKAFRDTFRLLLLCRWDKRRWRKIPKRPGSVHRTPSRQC
M4 ag = agonists of human muscarinic M4 receptor (CHRM4). P08173. 360,000 tested, 0.14% active. activation, % at 3 µM. CHO-K1 hM4/Gqi5, Fluo-8 calcium fluorescence; vehicle 0%, full acetylcholine response 100%;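 active = activation above the run mean over all test wells plus 3 SD, cut at about 32% in these data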;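 note: peak over basal fluorescence ratio per well then scaled between controls; 0% = DMSO wells and 100% = acetylcholine at EC100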
M4 PAM = CHRM4 positive allosteric modulation; activation, % at 3 µM; CHO-K1 hM4/Gqi5, Fluo-8 calcium fluorescence, ACh EC20; 0% = ACh EC20, 100% = maximal ACh; 360,000 tested, 0.4% active; AID 624126;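 active = activation above its plate's cutoff, the mean activation of sample wells plus 3 SD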; note: some results filed as inactive read as strong as hits
Active calls of the source: *; / = not tested or not shown.

no.	CHRM5 PAM	M5 antag	CRFBP-R2 block	M5 ag	CRFBP-R2 agonist	CHRM4 antagonist	CHRM1 PAM	M4 ag	M4 PAM	Compound
1	-11	9	/	-4	/	5	-9	12	-8	O=C(Nc1ccc2c(c1)OCCO2)C(CCc1ccccc1)N1CCN(C/C=C/c2ccccc2)CC1 (configuration not stated)
2	-2	3	0	-5	1.8	-4	7	1	2	COc1ccc(CCNC(=O)CC(C)S(=O)(=O)c2ccc3c(c2)NC(=O)CO3)cc1OC (configuration not stated)
3	-3	5	16	1	-0.4	-2	11	0	-3	CCOC(=O)[C@H]1[C@H]2COc3ccc(Br)cc3[C@@H]2N2C(=O)CN(C)C(=O)[C@@]12C
4	-8	12	-33	2	-0.6	3	-8	0	-3	Cc1cccc(N2CCN(C(=O)c3cccc(S(=O)(=O)N4CCc5ccccc5C4)c3)CC2C)c1 (configuration not stated)
5	3	-3	4	-2	1.4	0	9	0	1	COc1ccc(-n2nc(C(=O)N(C)C3CCCCC3)c3ccccc3c2=O)c(OC)c1
6	1	1	4	-1	2.3	7	10	0	-3	CC1=C(C#N)C(=O)NC(=O)/C1=C\c1ccc(-c2ccc(C)cc2[N+](=O)[O-])o1
7	-1	0	-1	-1	0.3	3	1	1	9	COc1cccc2c1CCC(NC(C)=O)C2=O (configuration not stated)
8	-6	2	-36	-2	0.8	0	5	1	0	Cc1ccc(C(C)(C)NC(=O)C2CCC(=O)N(Cc3ccccc3F)C2)cc1 (configuration not stated)
9	-2	7	-2	1	0.3	7	18	3	-2	Cc1cc(OCCCC(=O)NCCc2nnc3ccccn23)ccc1Cl
10	-8	20	3	-5	-0.1	-2	-9	-1	0	Cc1c(C)c2ccc(OCC(=O)NCCCn3ccnc3)cc2oc1=O
11	-5	-7	-48	13	13	-6	-7	19	-5	CCCCOc1ccc(S(=O)(=O)Nc2ccc(NC(C)=O)cc2)cc1
12	-3	6	-14	-2	-0.2	1	-6	2	-5	Cc1ccccc1OCc1nc2ccccc2c(=O)n1/N=C/c1cccc([N+](=O)[O-])c1
13	-6	5	-15	-1	2.5	2	4	1	5	CCC12CN3CC(CC)(CN(C1)C3c1c(O)ccc3ccccc13)C2=O (configuration not stated)
14	-2	-1	-10	1	3.4	-3	15	1	5	COc1ccc(C2CC(c3ccccc3C)n3nc(N)nc3N2)cc1 (configuration not stated)
15	3	6	11	5	0.2	0	2	2	-2	CCOC(=O)[C@H]1[C@H]2COc3ccc(Br)cc3[C@@H]2N2C(=O)CN(CC3CCCO3)C(=O)[C@@]12C (some centres not stated)
16	-5	-1	-21	-2	1.5	-2	9	1	3	CCN1CCN(CC(=O)Nc2cc(C)on2)CC1
17	1	-1	-19	-2	0.1	-11	5	3	10	Cc1ccc(NC(=O)C2CCN(C(=O)c3ccccc3C)CC2)cc1
18	-20	8	-4	4	-0.1	-23	-7	22	-9	CCC1Oc2ccc(C)cc2N(CC(=O)NCC2COc3ccccc3O2)C1=O (configuration not stated)
19	-3	-1	/	0	/	6	-8	0	0	CC(C)N(C)c1ncnc2c1ncn2[C@H]1CN(CCN2CCOCC2)C[C@@H](CO)O1
20	-9	4	-6	-4	-0.4	-3	4	4	-4	COc1ccc(C2=NOC(COc3ccc4c(C)cc(=O)oc4c3)C2)c(OC)c1 (configuration not stated)
21	-3	6	7	1	-0.8	2	8	1	2	Cc1nn(CC(=O)NC2CCC(C)CC2)c(=O)c(C#N)c1C (configuration not stated)
22	-1	-3	/	2	/	-18	/	3	4	CCOC(=O)[C@]12CCCC=C1N(CCc1ccc(OC)c(OC)c1)C(=O)[C@H](CC(=O)N1CCCCC1)C2
23	-7	-1	2	-6	-2.7	7	-2	0	1	COc1cc2c(cc1OC)C(C(=O)Nc1ccc3c(c1)OCCO3)C(c1cccnc1)N(C)C2=O (configuration not stated)
24	-4	-3	19	0	-0.8	-4	2	1	3	COc1ccc(-n2c(SCC(=O)N3CCCCC3)nc(O)cc2=O)cc1
25	5	4	-8	2	2.1	1	11	0	6	Cc1ccc(C)c(S(=O)(=O)Nc2ccc(S(=O)(=O)Nc3ncccn3)cc2)c1
26	8	-10	0	-4	-0.7	-5	2	1	5	O=S(=O)(c1ccc(N2CCOCC2)cc1)N1CCOCC1
27	0	8	-7	0	-0.9	-6	9	0	-5	Cc1ccc(-n2ncc3c(=O)n(CC(=O)N4CCN(c5ccccc5)CC4)cnc32)cc1
28	5	-6	0	-2	0.1	-7	4	1	6	O=C(COc1cc2oc(=O)c3c(c2cc1Cl)CCC3)NCCCN1CCCC1=O
29	-4	5	-3	-1	0.6	6	5	0	-5	O=c1c2ccccc2cnn1Cc1n[nH]c(=S)n1-c1ccc(Cl)cc1
30	-2	2	-22	3	0.6	-8	4	9	4	Cc1ccc2cc(CN(Cc3cccs3)Cc3nnnn3CC3CCCO3)c(=O)[nH]c2c1 (configuration not stated)

6 compounds already listed, sorted by SMILES length, falling.
no.	CHRM5 PAM	M5 antag	CRFBP-R2 block	M5 ag	CRFBP-R2 agonist	CHRM4 antagonist	CHRM1 PAM	M4 ag	M4 PAM	Compound
27	0	8	-7	0	-0.9	-6	9	0	-5	Cc1ccc(-n2ncc3c(=O)n(CC(=O)N4CCN(c5ccccc5)CC4)cnc32)cc1
17	1	-1	-19	-2	0.1	-11	5	3	10	Cc1ccc(NC(=O)C2CCN(C(=O)c3ccccc3C)CC2)cc1
21	-3	6	7	1	-0.8	2	8	1	2	Cc1nn(CC(=O)NC2CCC(C)CC2)c(=O)c(C#N)c1C (configuration not stated)
9	-2	7	-2	1	0.3	7	18	3	-2	Cc1cc(OCCCC(=O)NCCc2nnc3ccccn23)ccc1Cl
16	-5	-1	-21	-2	1.5	-2	9	1	3	CCN1CCN(CC(=O)Nc2cc(C)on2)CC1
7	-1	0	-1	-1	0.3	3	1	1	9	COc1cccc2c1CCC(NC(C)=O)C2=O (configuration not stated)

Next section.
no.	CHRM5 PAM	M5 antag	CRFBP-R2 block	M5 ag	CRFBP-R2 agonist	CHRM4 antagonist	CHRM1 PAM	M4 ag	M4 PAM	Compound
31	-10	5	3	-5	-1.7	-1	-5	1	-8	CCn1c(CSc2nc(C)cc(C)n2)nnc1SCC(=O)N1CCCc2ccccc21
32	2	-7	5	0	-1.0	-8	6	5	-3	CC1CN(C(=O)/C=C/c2ccc(SC(F)F)cc2)CC(C)O1 (configuration not stated)
33	6	-1	-4	-2	-1.1	5	5	0	0	CCC(C)NC(=O)C1(O)c2cc(Br)ccc2NC(=O)N1c1cccc(OC)c1 (configuration not stated)
34	3	1	-7	0	-0.6	1	3	0	-4	CC12CN(C(=O)c3cccc([N+](=O)[O-])c3)C3(C#N)CC1CCC23C (configuration not stated)
35	-10	11	-13	7	2.5	8	-5	5	-4	Cc1ccc(NS(=O)(=O)c2ccc(C(=O)N3CCC3)cc2)cc1
36	-8	17	6	1	0.3	8	-8	10	-6	COC(=O)Cc1c(C)nc(SCc2ccccc2)[nH]c1=O
37	-9	1	-8	1	-2.0	0	5	1	-2	CCc1nc(SCC(=O)N2CCOCC2)c2c(=O)n(C)c(=O)n(C)c2n1
38	-4	3	1	0	-1.0	-16	5	1	6	O=C(COC(=O)CNC(=O)C1CCCCC1)Nc1ccccc1Cl
39	-20	6	-13	1	-1.6	7	-19	13	-12	CC(C)[C@H](NC(=O)c1ccccc1)C(=O)OCC(=O)/C=C1/N(C)c2ccccc2C1(C)C
40	8	-20	-3	4	-1.1	3	11	4	2	O=C(Cn1cc(S(=O)(=O)Cc2ccccc2)c2ccccc21)N1CCOCC1
41	-16	19	-14	-1	-0.9	-1	-2	9	-1	O=C(CC1S/C(=N/N=C/c2cccnc2)NC1=O)Nc1ccccc1 (configuration not stated)
42	-4	1	13	-2	-3.0	4	-4	2	-11	COC(=O)C(CCCCNC(=O)c1ccc([N+](=O)[O-])cc1)NC(=O)c1ccc([N+](=O)[O-])cc1 (configuration not stated)
43	5	-5	-10	-5	11	-1	2	0	-1	O=C(NCc1ccc(F)cc1)N[C@@H](Cc1ccccc1)C(=O)O
44	-9	7	-20	-4	3.4	-10	-4	4	-4	COc1ccc(Nc2cc(C)c3cc([N+](=O)[O-])ccc3n2)cc1
45	5	-5	15	1	-3.2	-17	1	3	6	Cc1ccc(CNC(=O)CN2c3cccc4cccc(c34)S2(=O)=O)cc1
46	-1	2	10	-2	-0.1	-5	0	2	8	COc1cc(C(=O)N/N=C2\CCS(=O)(=O)c3ccc(F)cc32)cc(OC)c1OC
47	-2	6	-25	3	3.2	-2	0	2	-15	CC(C)(C)c1ccc(CCC2OCC(CN3CCOCC3)O2)cc1 (configuration not stated)
48	-1	-3	-8	5	-1.7	-4	8	6	2	Cc1sc2ncnc(N3CCN(C(=O)c4ccco4)CC3)c2c1C
49	3	-1	-24	2	0.6	15	9	0	-5	COc1ccc(-c2csc(NC(=S)NC(=O)c3cccs3)n2)cc1Br
50	8	-11	21	3	-0.8	-1	4	-1	6	CCn1c(=O)n(-c2ccc(Cl)cc2)c(=O)c2c3c(sc21)COC(C)(C)C3
51	5	3	2	0	-2.1	7	1	1	5	COc1ccc(OC)c(C2NC(=O)NC(C)=C2C(=O)Nc2ccc(C)cc2C)c1 (configuration not stated)
52	-10	10	14	-4	-0.8	1	-3	6	-4	Cc1c(C(=O)Nc2nonc2-c2ccc(F)cc2)oc2ccc(F)cc12
53	-1	-1	38	0	-0.5	-2	3	3	5	CCN1C(=O)/C(=C\c2nc3ccccc3c(=O)n2-c2ccccc2)c2ccccc21
54	0	-1	-23	2	30	-3	9	1	16	O=C(Oc1cccc2c(OC(=O)N3CCCC3)cccc12)N1CCCC1
55	-2	-4	3	-4	1.0	-8	-3	1	9	Cn1c(CSc2ncccn2)nnc1SCC(=O)N1CCCc2ccccc21
56	-5	2	3	1	-2.4	-5	10	0	5	CC1Cc2ccccc2N1C(=O)CSc1nc2c(c(=O)n(C)c(=O)n2C)n1Cc1ccc(F)cc1 (configuration not stated)

Compounds were not picked by outcome (roughly 2.6% active in at least one column).
